Bim-Bfl-1: inhibitors of Bim binding to Bfl-1, primary screen, biochemical, multiplexed, bead-based flow cytometry. Bcl-2-related protein A1 (Homo sapiens), Q16548. Bim-Bfl-1 binding inhibition. inhibition, % at 10 µM. actives 0.12% (n = 190,000). AID 1008, 2008;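 further: 0% = wells without compound plus tracer and 100% = blocker peptide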
Mcl-1 Bim block: inhibitors of Bim peptide binding to Mcl-1, primary screen, biochemical, bead-based flow cytometry, multiplex; Bim peptide-Mcl-1 binding; inhibition, % at 10 µM; actives 0.1% (n = 190,000); AID 1009, 2008;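 further: 0% = no compound tracer wells and 100% = peptide blocker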
ABCG2 inh: ABCG2 efflux pump inhibitors, primary screen, multiplex with ABCB1, IgMXP3 cells, flow cytometry; Broad substrate specificity ATP-binding cassette transporter ABCG2 (Homo sapiens), Q9UNQ0; JC-1 efflux; inhibition, % at 6.6 µM; actives 0.1% (n = 190,000); AID 1325, 2008;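 active means inhibition above 80%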;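 further: 0% = DMSO and 100% = nicardipine control wells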
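System: two drug-resistant human cell lines, ABCG2 and ABCB1; controls: nicardipine high and DMSO low controls; times: 10 min exposure at 25 °C with rotation, no wash; detection: flow cytometry of retained JC-1 fluorescence; read-out basis: percent efflux inhibition, scaled nicardipine 100% to DMSO 0%; doses: one concentration, 6.6 µM final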
ABCB1 inh: ABCB1 efflux pump inhibitors, primary screen, cell-based, multiplex, flow cytometry, ABCG2 counter-screen. AID 1326, 2008. actives 0.067% (n = 190,000). ATP-dependent translocase ABCB1 (Homo sapiens), P08183. inhibition, % at 6.6 µM. CCRF-Adr cells, JC-1 efflux; in the data active means inhibition above about 40%;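 further: 0% = vehicle and 100% = reference inhibitor; higher value means more JC-1 retained so stronger ABCB1 efflux block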
Bim-Bcl-XL: inhibitors of Bim-Bcl-XL binding, primary screen, biochemical, multiplexed, bead flow cytometry, human Bcl-XL; Bim peptide-Bcl-XL binding, fluorescence; inhibition, % at 10 µM; actives 0.04% (n = 190,000)
Target sequence (Q07817 whole entry, looked up): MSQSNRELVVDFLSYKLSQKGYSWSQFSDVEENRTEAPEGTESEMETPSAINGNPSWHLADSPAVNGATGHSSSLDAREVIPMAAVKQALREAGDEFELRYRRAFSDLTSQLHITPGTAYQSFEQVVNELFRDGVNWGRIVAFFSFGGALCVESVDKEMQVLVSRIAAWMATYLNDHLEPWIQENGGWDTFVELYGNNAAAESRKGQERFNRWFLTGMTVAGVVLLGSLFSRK
RGS4-Gao reg: modulators of RGS4 binding to Galphao, primary screen, biochemical, multiplexed bead flow cytometry. binding response (% of control), % at 10 µM. actives lie on both sides. Guanine nucleotide-binding protein G(o) subunit alpha (Homo sapiens), P09471. actives 0.33% (n = 220,000). AID 1415, 2008; in the data active means binding response below about 49% or above about 150%; inactive means in between;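 further: fluorescent Galphao activated with aluminum fluoride binding bead-coupled RGS4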
Target sequence (P09471 whole entry, looked up): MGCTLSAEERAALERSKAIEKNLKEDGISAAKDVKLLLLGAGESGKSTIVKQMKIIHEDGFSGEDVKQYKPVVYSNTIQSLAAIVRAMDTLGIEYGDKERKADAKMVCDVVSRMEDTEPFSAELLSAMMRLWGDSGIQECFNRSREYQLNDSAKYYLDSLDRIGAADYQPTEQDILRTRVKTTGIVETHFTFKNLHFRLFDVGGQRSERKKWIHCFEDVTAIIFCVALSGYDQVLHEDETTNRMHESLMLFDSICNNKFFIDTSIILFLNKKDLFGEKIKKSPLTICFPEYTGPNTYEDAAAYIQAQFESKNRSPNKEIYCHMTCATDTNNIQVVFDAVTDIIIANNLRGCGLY
RGS8-Gao reg: RGS8-Galphao binding modulators, primary screen, biochemical, multiplexed bead flow cytometry. actives 0.34% (n = 220,000). Guanine nucleotide-binding protein G(o) subunit alpha (Homo sapiens), P09471. actives lie on both sides. response (percent of control binding), % at 10 µM; in the data active means response below about 60% or above about 140%; inactive means in between;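 further: Galphao activated as the GDP aluminium fluoride complex binding bead-coupled RGS8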
RGS7-Gao reg: RGS7-Galphao binding modulators, primary screen, biochemical, multiplexed bead flow cytometry. actives 0.35% (n = 220,000). Guanine nucleotide-binding protein G(o) subunit alpha (Homo sapiens), P09471. actives lie on both sides. binding response (% of control), % at 10 µM; in the data active means binding response below about 49% or above about 150%; inconclusive means no clear call, values can overlap the other calls; inactive means in between;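 further: fluorescent Galphao held in activated GDP-AlF4 state binding bead-coupled RGS7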
Bim-Bcl-2: inhibitors of Bim-Bcl-2 binding, primary screen, biochemical, multiplexed, human Bcl-2 family. Apoptosis regulator Bcl-2 (Homo sapiens), P10415. Bead-based flow cytometry, Bim peptide-Bcl-2 binding. inhibition, % at 10 µM. actives 0.06% (n = 190,000). AID 950, 2007; in the data active means inhibition above about 40%; inconclusive means no clear call, values can overlap the other calls;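 further: 0% = no compound wells with probe peptide and 100% = reference peptide inhibitor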
Target sequence (P10415 whole entry, looked up): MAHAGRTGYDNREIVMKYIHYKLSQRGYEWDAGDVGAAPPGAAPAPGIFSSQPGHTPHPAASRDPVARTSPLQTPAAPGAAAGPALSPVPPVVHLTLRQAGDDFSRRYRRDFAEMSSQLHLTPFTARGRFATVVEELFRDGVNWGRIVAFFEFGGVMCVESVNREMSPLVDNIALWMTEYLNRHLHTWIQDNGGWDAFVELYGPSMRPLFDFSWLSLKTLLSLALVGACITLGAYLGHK
Bim-Bcl-W: inhibitors of Bim binding to Bcl-W, primary screen, biochemical, multiplexed, bead-based flow cytometry; Bcl-2-like protein 2 (Homo sapiens), Q92843; actives 0.02% (n = 190,000); inhibition, % at 10 µM; Bim peptide-Bcl-W binding;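 further: 0% = bound tracer without compound and 100% = peptide blocker; higher means less fluorescent Bim peptide bound to Bcl-W beads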
Target sequence (Q92843 whole entry, looked up): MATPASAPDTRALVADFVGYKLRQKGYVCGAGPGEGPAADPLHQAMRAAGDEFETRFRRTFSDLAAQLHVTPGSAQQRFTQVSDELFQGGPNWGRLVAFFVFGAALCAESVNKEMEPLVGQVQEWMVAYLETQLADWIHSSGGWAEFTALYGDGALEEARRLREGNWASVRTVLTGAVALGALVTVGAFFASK
Bcl-B Bim block: inhibitors of Bim-Bcl-B binding, primary screen, biochemical, multiplexed, human Bcl-2 family. Bcl-2-like protein 10 (Homo sapiens), Q9HD36. bead-based flow cytometry, Bim peptide-Bcl-B binding. inhibition, % at 10 µM. actives 0.073% (n = 190,000);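 further: 0% = tracer peptide without compound and 100% = reference inhibitor peptide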
Starred values were filed as active, the others as inactive; ? = inconclusive; . = no result given. Unless noted, no stated cut-off is given here; in the data, active means inhibition above about 40%.

SMILES	Bim-Bfl-1	Mcl-1 Bim block	ABCG2 inh	ABCB1 inh	Bim-Bcl-XL	RGS4-Gao reg	RGS8-Gao reg	RGS7-Gao reg	Bim-Bcl-2	Bim-Bcl-W	Bcl-B Bim block
O=C(O)C1(c2ccc(Cl)cc2)CCC1	-11.0	-1.0	2.0	0.0	1.0	89.9	93.7	94.6	-8.0	1.0	-4.0
Nc1ccc(Br)cc1C(=O)c1ccccc1	-2.0	-1.0	1.8	0.3	-2.0	103.1	104.0	103.1	-6.0	0.0	-8.0
CC(C)C1(C)N=C(c2ncccc2C(=O)O)NC1=O (stereo not drawn)	-15.0	-1.0	1.8	0.5	-15.0	99.1	97.3	97.1	-10.0	0.0	-11.0
CN1CCN(c2ccccc2N)CC1	0.0	0.0	4.7	0.5	0.0	84.7	91.6	84.3	1.0	2.0	22.0
COc1ccc(N2C(=O)/C(=C/C=C/c3ccccc3[N+](=O)[O-])C(=O)NC2=S)cc1	30.0	-1.0	-1.7	-1.1	0.0	91.8	79.3	93.5	11.0	4.0	6.0
CCOC(C(=O)OCCCN(CC)CC)(c1ccccc1)c1ccccc1	0.0	0.0	1.7	0.7	0.0	97.4	100.8	100.0	-3.0	0.0	1.0
CCCCn1c(O)c(C=NCCN2CCCCC2)c(=O)[nH]c1=O	-1.0	-2.0	0.8	0.2	0.0	99.5	100.2	95.9	0.0	-3.0	0.0
O=C1NC(=O)N(c2ccccc2)C(=O)/C1=C/c1ccc([N+](=O)[O-])s1	28.0	2.0	-3.4	-1.1	2.0	88.3	72.2	?	3.0	1.0	2.0
COC(=O)N(c1ccccc1)P1(=S)OCCO1	5.0	0.0	0.8	0.1	1.0	96.4	87.6	115.4	0.0	2.0	-2.0
O=P(O)(O)Cc1c(Cl)cccc1Cl	0.0	-3.0	7.8	4.3	0.0	109.5	121.8	106.9	-3.0	0.0	-2.0
N#CCCn1cc(C(=O)Nc2ccccc2Br)c(-c2ccc([N+](=O)[O-])cc2)n1	-17.0	-7.0	7.5	1.0	-9.0	101.4	101.1	100.8	-8.0	-5.0	-8.0
Cc1cc(C)cc(-n2c(C)cc(/C=C3\C(=O)NC(=O)N(C)C3=O)c2C)c1	1.0	-2.0	3.1	1.2	-5.0	93.3	95.8	95.9	-2.0	-3.0	-5.0
COc1ccc(NC(c2ccccc2)P(=O)(Oc2ccccc2)Oc2ccccc2)cc1 (stereo not drawn)	-2.0	-9.0	13.7	1.8	-2.0	102.1	101.6	101.2	-4.0	-3.0	-1.0
CN1CCN(c2cn[nH]c(=O)c2Cl)CC1	-3.0	-1.0	1.7	0.6	0.0	97.4	96.6	102.7	-1.0	-1.0	-3.0
CCCCN1C(=O)/C(=C/c2ccc(N(C)C)cc2)C(=O)N(Cc2ccco2)C1=O	2.0	-3.0	-3.0	-1.1	0.0	110.7	102.9	104.6	2.0	0.0	0.0
O=C(Cc1cccs1)N1CCC2(CC1)OCCO2	-15.0	-4.0	14.4	0.7	-12.0	97.9	97.5	95.3	-12.0	-1.0	-13.0
O=P(c1ccccc1)(c1nc2ccccc2s1)N1CCOCC1 (stereo not drawn)	-12.0	-2.0	3.4	0.3	-7.0	95.5	96.8	94.1	-8.0	2.0	-7.0
O=C(Cn1cc(C(=O)c2ccccc2)c2ccccc21)NCc1ccco1	-17.0	0.0	3.7	-0.6	-2.0	102.6	105.4	107.9	-12.0	-1.0	-3.0
Cc1cc(/C=C2\C(=O)NC(=O)N(c3ccc(F)cc3)C2=O)c(C)n1-c1cccc(C(=O)O)c1	-6.0	0.0	-0.1	-0.1	-1.0	97.5	97.8	97.1	-1.0	-1.0	-2.0
CC(=NCc1ccco1)c1c(O)n(C)c(=O)n(C)c1=O	-6.0	-2.0	1.0	0.4	-1.0	102.4	100.1	98.3	-1.0	-1.0	-5.0

Three compounds from above, arranged by SMILES length, smallest number first:
SMILES	Bim-Bfl-1	Mcl-1 Bim block	ABCG2 inh	ABCB1 inh	Bim-Bcl-XL	RGS4-Gao reg	RGS8-Gao reg	RGS7-Gao reg	Bim-Bcl-2	Bim-Bcl-W	Bcl-B Bim block
Nc1ccc(Br)cc1C(=O)c1ccccc1	-2.0	-1.0	1.8	0.3	-2.0	103.1	104.0	103.1	-6.0	0.0	-8.0
O=C(Cc1cccs1)N1CCC2(CC1)OCCO2	-15.0	-4.0	14.4	0.7	-12.0	97.9	97.5	95.3	-12.0	-1.0	-13.0
O=C(Cn1cc(C(=O)c2ccccc2)c2ccccc21)NCc1ccco1	-17.0	0.0	3.7	-0.6	-2.0	102.6	105.4	107.9	-12.0	-1.0	-3.0

Next part.
SMILES	Bim-Bfl-1	Mcl-1 Bim block	ABCG2 inh	ABCB1 inh	Bim-Bcl-XL	RGS4-Gao reg	RGS8-Gao reg	RGS7-Gao reg	Bim-Bcl-2	Bim-Bcl-W	Bcl-B Bim block
Cc1ccsc1C(=O)C1CCCN(Cc2cccc(OCCO)c2)C1 (stereo not drawn)	-7.0	1.0	0.6	0.3	0.0	104.0	104.9	108.5	-4.0	0.0	-5.0
CN1CCC2(CC1)N=C(c1ccc(F)cc1)C(=S)N2	-1.0	-5.0	0.2	0.4	-5.0	94.4	96.6	92.4	1.0	-1.0	-15.0
Cc1cccc(N2C(=O)/C(=C/c3ccc(N4CCN(C)CC4)o3)C(=O)NC2=S)c1C	0.0	-2.0	-5.1	-2.6	-5.0	101.5	102.1	102.4	1.0	-3.0	-8.0
CCN1CCN(C(=O)Cc2coc3cc(C)cc(C)c23)CC1	-16.0	-3.0	8.8	1.2	-7.0	100.2	100.7	100.0	-8.0	-4.0	-4.0
COP(=O)(OC)C1(O)C(=O)Nc2ccc(Br)cc21 (stereo not drawn)	-2.0	-5.0	-5.1	-2.7	-4.0	94.6	97.7	97.8	-3.0	-5.0	-8.0
O=C(Nc1ccc(Br)cc1)c1nn(C23CC4CC(CC(C4)C2)C3)cc1Br	-12.0	1.0	0.1	0.0	-1.0	100.7	97.9	100.7	-8.0	5.0	-2.0
COc1ccc(C2CN(C)CC2C(=O)c2ccc(C)cc2)cc1Cl (stereo not drawn)	1.0	1.0	18.8	20.8	1.0	110.3	114.7	112.5	0.0	2.0	5.0
Clc1ccccc1Nc1ncnc(-n2cccc2)n1	-5.0	0.0	6.0	0.3	0.0	96.8	98.5	98.5	-4.0	1.0	-1.0
COc1ccc(N2CC2c2ccncc2)cc1 (stereo not drawn)	-3.0	0.0	0.3	0.2	0.0	91.2	99.0	98.8	-4.0	0.0	-3.0
Nc1c(C(=O)NCCCc2ccccc2)c2nc3ccccc3nc2n1Cc1cccs1	4.0	26.0	0.0	0.2	6.0	97.1	95.0	98.3	5.0	9.0	-4.0
CN(C)C(=O)Oc1ccc(OCc2nc3ccccc3[nH]2)cc1	-2.0	-4.0	3.9	0.9	-6.0	100.1	102.1	101.4	-2.0	-4.0	-8.0
COc1ccc(CC(=O)N2CCN(C)CC2)cc1OC	-11.0	-1.0	1.3	0.5	-6.0	102.1	102.5	101.9	-8.0	1.0	-7.0
NC(=O)Nc1cccc(C(F)(F)F)c1	-14.0	-1.0	-0.2	-0.2	-31.0	95.3	94.8	95.8	-10.0	-2.0	-12.0
CN1CCN(Cc2ccccc2C(F)(F)F)CC1	.	.	0.8	0.3	.	110.6	104.3	106.0	?	.	.
COc1ccc(NP(=O)(Oc2ccc(Cl)cc2)Oc2ccc(Cl)cc2)cc1OC	0.0	-2.0	6.2	2.0	-3.0	98.7	99.9	99.9	0.0	-1.0	-2.0
Cc1cccnc1-n1c(C)nc2ccccc2c1=O	-14.0	0.0	-1.8	-0.3	-4.0	100.5	100.8	101.3	-10.0	-2.0	-9.0
NS(=O)(=O)c1ccc(N=Cc2c(O)n(C3CCCCC3)c(=O)n(C3CCCCC3)c2=O)cc1	-3.0	-3.0	-0.2	-0.2	0.0	102.4	97.6	93.9	0.0	-2.0	-1.0
CC(C)Sc1nnc([C@@H](N)Cc2ccccc2)o1	-2.0	-2.0	0.7	0.5	0.0	101.2	98.3	102.4	0.0	0.0	0.0
Cc1cc(Cl)ccc1OCC(=O)O	3.0	-5.0	0.9	0.3	-9.0	97.0	98.9	95.4	-1.0	0.0	-1.0
O=C(COc1ccc2ccccc2c1)N1CCN(Cc2c[nH]c3ccccc23)CC1	-15.0	-3.0	1.7	0.2	-19.0	98.0	101.5	98.5	-15.0	0.0	-9.0
Cc1cc2c(C(F)(F)F)cc(=O)oc2c2c1NCCC2	-13.0	3.0	0.1	0.0	-4.0	98.1	101.7	98.2	-4.0	0.0	-3.0
N#CSCC(=O)N1c2ccccc2CCc2ccccc21	-1.0	-2.0	13.3	2.5	-6.0	97.4	97.5	103.8	-1.0	-1.0	-4.0
CCOC(=O)/C(CCCN(CC)CC)=N\O	-15.0	-3.0	1.0	0.4	-4.0	99.3	101.2	102.0	-12.0	0.0	-8.0
O=C(NC1CN2CCC1CC2)c1ccc(-c2ccc([N+](=O)[O-])cc2)o1 (stereo not drawn)	4.0	-2.0	1.4	-3.0	-4.0	102.0	99.4	102.6	-2.0	-5.0	-5.0
CC1CCCN(C(=O)CCl)C1 (stereo not drawn)	0.0	0.0	-0.9	0.0	0.0	101.4	107.0	103.5	2.0	0.0	-1.0
CCSc1nnc([C@@H](N)Cc2ccccc2)o1	-14.0	1.0	-0.1	-0.1	0.0	95.9	98.4	95.6	-3.0	0.0	-5.0
COc1cc(/C=C(/C)[N+](=O)[O-])ccc1OCc1ccccc1Cl	0.0	-10.0	15.2	1.3	-8.0	98.3	91.4	95.1	2.0	-2.0	-7.0
CC1CN(C)C(C)(C)CC1(O)c1ccccc1 (stereo not drawn)	0.0	-5.0	1.2	0.3	-3.0	90.3	79.8	90.9	0.0	2.0	-4.0
C[N+](C)(C)Cc1ccccc1	-2.0	-3.0	2.7	0.9	-3.0	110.2	105.4	106.0	0.0	0.0	-1.0
O=c1[nH]c(=S)n(-c2ccc(Br)cc2)c(O)c1C=Nc1ccc(N2CCOCC2)cc1	5.0	-1.0	-1.0	0.0	-6.0	105.0	103.9	104.6	3.0	1.0	-4.0

2 of these compounds in a different format.
Structure | Bim-Bfl-1 | Mcl-1 Bim block | ABCG2 inh | ABCB1 inh | Bim-Bcl-XL | RGS4-Gao reg | RGS8-Gao reg | RGS7-Gao reg | Bim-Bcl-2 | Bim-Bcl-W | Bcl-B Bim block
CC1CN(C)C(C)(C)CC1(O)c1ccccc1 (stereo not drawn) | 0.0 | -5.0 | 1.2 | 0.3 | -3.0 | 90.3 | 79.8 | 90.9 | 0.0 | 2.0 | -4.0
C[N+](C)(C)Cc1ccccc1 | -2.0 | -3.0 | 2.7 | 0.9 | -3.0 | 110.2 | 105.4 | 106.0 | 0.0 | 0.0 | -1.0

Source: PubChem BioAssay (NMMLSC)

These rows are one share of the data; the hit share may differ from the screen's.
